PPARg SRC-2 ag: promotes SRC-2 coactivator recruitment by human PPARgamma; AID 1032; activation, % at 8 µM; 0.34% of 200,000 active; PPARgamma LBD-SRC-2 recruitment, biochemical; P37231; in the data active = activation above about 22%;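 also: 0% = vehicle and 100% = reference agonist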
TR-FRET SRC-2 ct: TR-FRET artefact, counter-screen to PPARgamma/SRC-2 agonist assay. active compounds read high. AID 1049. 0.4% of 200,000 active. TR-FRET ratio at 8 µM; in the data active = TR-FRET ratio above about 2000; also: inactives centre near 1500; reference of the scale not given here
Lmaj promast: Leishmania major promastigote growth inhibition; Leishmania major promastigotes, resazurin fluorescence viability; inhibition, % at 10 µM; 9% of 200,000 active; in the data active = inhibition above about 50%;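 also: promastigotes grown with compound for 44 hours at 28 °C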
bIAP act: intestinal alkaline phosphatase (bovine) activation; purified bovine IAP, CDP-star luminescence, 30 min; active compounds read high; fold of DMSO-control signal, blank-subtracted; activation factor at 20 µM; 0.17% of 200,000 active;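 active = activation factor of 2 or more at 20 µM, a signal rise over negative controls twice the positive control's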
S1P3 antag: S1P3 (human) receptor antagonism | Q99500 | CHO S1P3 NFAT-BLA reporter, FRET fluorescence, antagonist mode | inhibition, % at 4.98 µM | 0.27% of 170,000 active | AID 485;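 active = inhibition above the plate cutoff, the mean inhibition of test wells on that plate plus 3 SD, cut at about 28% in these data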;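 also: cells challenged with S1P at its EC80 of 0.8 µM; blue over green emission ratio from cleaved BLA substrate after 4 h stimulation; 0% = S1P-stimulated wells and 100% = unstimulated DMSO-only wells; some compounds past the cut are filed as inactive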
Target sequence (Q99500 whole entry, looked up): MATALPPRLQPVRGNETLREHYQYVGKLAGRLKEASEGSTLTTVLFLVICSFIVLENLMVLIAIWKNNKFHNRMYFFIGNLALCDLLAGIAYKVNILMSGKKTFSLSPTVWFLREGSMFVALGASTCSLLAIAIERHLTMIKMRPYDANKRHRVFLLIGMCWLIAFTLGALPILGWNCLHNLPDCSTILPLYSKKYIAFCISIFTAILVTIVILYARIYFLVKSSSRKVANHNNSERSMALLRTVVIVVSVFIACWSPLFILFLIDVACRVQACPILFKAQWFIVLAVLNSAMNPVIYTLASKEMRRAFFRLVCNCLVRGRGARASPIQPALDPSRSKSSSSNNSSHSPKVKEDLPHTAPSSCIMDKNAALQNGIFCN
PPARg SRC1 recr: PPARgamma-driven SRC-1 recruitment agonism | AID 631 | activation, % at 8 µM | PPARgamma-SRC-1 coactivator recruitment biochemical assay | P37231 | 0.41% of 200,000 active; in the data active = activation above about 19%;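 also: 0% = DMSO and 100% = reference agonist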
ROMK mod: modulators of human ROMK potassium channel | P48048 | Tet-inducible ROMK, thallium flux fluorescence; actives lie on both sides | B-score at 10 µM | 2% of 130,000 active | AID 1918;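 active = signal ratio slope over the read window, or its plate-corrected B-score, at least 3 SD from the plate mean, either direction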;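 also: B-score of the F/F0 ratio slope over 7 to 12 s after thallium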
Target sequence (P48048 whole entry, looked up): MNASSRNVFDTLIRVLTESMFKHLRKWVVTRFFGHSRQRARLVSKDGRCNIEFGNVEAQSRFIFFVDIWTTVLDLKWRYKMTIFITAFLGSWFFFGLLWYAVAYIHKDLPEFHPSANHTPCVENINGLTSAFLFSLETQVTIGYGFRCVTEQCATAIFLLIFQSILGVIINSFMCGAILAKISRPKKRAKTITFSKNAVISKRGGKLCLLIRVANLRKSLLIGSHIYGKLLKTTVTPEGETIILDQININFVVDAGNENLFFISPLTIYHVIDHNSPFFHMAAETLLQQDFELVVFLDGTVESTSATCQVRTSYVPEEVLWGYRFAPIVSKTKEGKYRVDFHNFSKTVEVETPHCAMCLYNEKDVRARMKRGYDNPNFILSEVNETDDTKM
PPARg SRC3 recr: agonists of human PPARgamma SRC-3 coactivator recruitment; biochemical PPARgamma/SRC-3 coactivator recruitment assay; P37231; 0.26% of 200,000 active; activation, % at 8 µM; in the data active = activation above about 23%;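 also: 0% = DMSO and 100% = reference agonist; some compounds past the cut are filed as inactive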
DTT redox prof: compounds producing H2O2 with reducing agent – biochemical, NIH compound library profiling, artefact control for MLSCN library redox annotation, primary screen | 0.03% of 200,000 active | DTT-dependent redox cycling H2O2, phenol red/HRP absorbance; 100% = 100 µM peroxide control, 0% = buffer | activation, % at 10 µM | AID 878;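 active = activation of at least 50% relative to the plate's high and low controls in the primary single-dose screen; inactive = activation below 50%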;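 also: compound incubated with DTT at 0.8 mM final as the reducing agent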
bIAP inhibitor: intestinal alkaline phosphatase (bovine) inhibition; 190,000 tested, under 10 active; inhibition, % at 20 µM; purified bovine IAP, CDP-star luminescence, 30 min;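 active = over 50% inhibition of intestinal alkaline phosphatase at 20 µM in the single-dose screen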
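Incubation: 30 min reaction at room temperature / Material: purified bovine intestinal alkaline phosphatase (IAP) enzyme / Input: enzyme at 1/65,000,000 dilution / Dosing: 20 µM single dose / Signal: CDP-star luminescence signal / Reagent: CDP-star chemiluminescent phosphatase substrate, 30 µM final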
TLR4 MyD88 comp: blocks binding of human TLR4 to MyD88. inhibition, % at 8.4 µM. 0.18% of 200,000 active. HeLa CL3-4 TLR4/MyD88 BLA complementation, FRET ratio. O00206+Q99836. AID 861; in the data active = inhibition above about 25%;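 also: 0% = vehicle and 100% = reference inhibitor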
* hit, by the source's call; nt = no result given.

SMILES	PPARg SRC-2 ag	TR-FRET SRC-2 ct	Lmaj promast	bIAP act	S1P3 antag	PPARg SRC1 recr	ROMK mod	PPARg SRC3 recr	DTT redox prof	bIAP inhibitor	TLR4 MyD88 comp
O=C1NC(=O)/C(=C\c2ccc(Cl)nc2)S1	-3.4	1558	-5.6	1	-5.7	7.5	-1.1	7.9	-1.1	4.3	3.5
Cc1cccc(NC(=O)C(c2ccccc2Cl)N2CCOCC2)c1 (stereo not drawn)	-9.0	1548	16.1	1	-21.8	-2.0	nt	0.4	0.3	-0.1	-4.5
O=C(NCc1ccccc1)C1(c2ccccc2)CCN(S(=O)(=O)c2ccccc2)CC1	9.6	1548	5.5	0.8	nt	4.7	-0.243	1.0	0.3	24.2	-8.1
CN(CCO)c1cc(N2CCC3(CC2)OCCO3)c2nonc2c1[N+](=O)[O-]	1.3	1517	-0.4	1.2	-4.9	2.7	0.542	4.6	-0.3	-18.2	-7.2
O=C(NCC1CCCO1)c1cncc(Br)c1 (stereo not drawn)	0.5	1409	39.8	1.1	-8.8	-7.3	0.512	-3.0	-2.3	-11.9	-7.0
Cc1nc2ccccc2nc(=O)c1NNc1ccc([N+](=O)[O-])cc1	-2.9	1540	6.1	1	13.7	4.7	3.6*	-1.4	1.0	3.3	-24.4
Cc1nc(C/C(=N\N)c2ccc(O)cc2O)cs1	-1.0	1927	2.4	1	-10.9	5.5	0.359	2.7	-0.6	-2.9	10.0
CC(C)Oc1ccc(C2CC(=O)N(c3ccc(C(=O)O)cc3)C2=O)cc1 (stereo not drawn)	4.1	1656	-5.7	1.1	-3.0	4.1	-0.817	2.5	0.8	-11.8	-11.4
COc1ccc(C2CC(c3ccc4ccccc4c3)=NN2C(=O)CN2CCC(C(N)=O)CC2)cc1 (stereo not drawn)	2.5	1634	15.8	1.2	-7.2	-1.6	-1.83	-3.7	-2.1	-21.7	-14.2
CC(C)(C)c1ccc(C(=O)Nn2c(CCC(=O)O)ccc2-c2cccs2)cc1	3.3	1386	7.0	1	nt	0.4	nt	-8.7	19.1	-0.5	-8.5
COc1ccc(C)cc1NC(=O)C1CCCCC1C(=O)O (stereo not drawn)	6.8	1777	-6.1	0.9	1.5	6.2	nt	8.7	-2.4	11.1	-5.9
COC(=O)c1ccc(N2C(=O)C3CC(C)=C(C)CC3C2=O)cc1 (stereo not drawn)	1.7	1557	-1.9	1	3.7	15.3	nt	5.9	-1.5	-0.4	-20.1
CC12CCC(C(=O)N3CCC(Cc4ccccc4)CC3)(C(=O)C1=O)C2(C)C (stereo not drawn)	0.9	1418	6.3	1	-0.1	4.2	-0.835	4.0	-0.1	-3.0	-24.1
CCN(CC)S(=O)(=O)c1cccc(NC(=O)c2cncc(Br)c2)c1	8.0	1736	98.9*	0.9	1.5	-1.6	0.0244	2.0	0.2	13.5	-4.5
CC(C)[C@H](NC(=O)c1ccccc1)C(=O)OCC(=O)N1CCN(C(=O)c2ccco2)CC1	3.6	1645	-5.3	1	-12.9	0.8	0.277	0.1	-0.2	2.7	-6.6
CCOC(=O)C1=C(c2ccccc2)NC(SCC(N)=O)=C(C#N)C1c1cccnc1 (stereo not drawn)	9.7	1651	30.8	0.9	nt	1.6	0.174	-3.6	-0.1	10.3	-12.2
CC(OCC(O)CN(C)Cc1nc2ccccc2c(=O)[nH]1)c1ccc(Cl)cc1 (stereo not drawn)	-0.7	1388	1.2	1.4	-5.6	-4.7	0.0716	-3.8	-0.3	-40.3	10.1
Cc1ccc(S(=O)(=O)N2CCCSCC2)cc1	-1.5	1574	-3.3	1	-5.7	7.2	-0.124	0.6	-1.0	2.2	-1.9
Cc1ccc(Cn2c(-c3nonc3N)nc3ccccc32)cc1	-3.8	1586	3.5	0.9	23.6	1.4	-0.261	4.2	-4.5	9.3	-11.2
CCSC1=NCCN1S(=O)(=O)c1ccc(NC(C)=O)cc1	7.5	1651	0.1	1	6.8	6.5	nt	-1.8	-0.5	-0.2	9.0

The closing 2 entries of the section above come first, to join the parts.
SMILES	PPARg SRC-2 ag	TR-FRET SRC-2 ct	Lmaj promast	bIAP act	S1P3 antag	PPARg SRC1 recr	ROMK mod	PPARg SRC3 recr	DTT redox prof	bIAP inhibitor	TLR4 MyD88 comp
Cc1ccc(Cn2c(-c3nonc3N)nc3ccccc32)cc1	-3.8	1586	3.5	0.9	23.6	1.4	-0.261	4.2	-4.5	9.3	-11.2
CCSC1=NCCN1S(=O)(=O)c1ccc(NC(C)=O)cc1	7.5	1651	0.1	1	6.8	6.5	nt	-1.8	-0.5	-0.2	9.0
Cc1cccn2c(=O)c(/C=C(\C#N)S(=O)(=O)c3ccccc3)c(N3CCN(C)CC3)nc12	-2.3	1779	0.0	0.9	nt	9.9	-2.24	3.1	2.4	12.6	-5.7
COC(=O)CSc1nnc(-c2ccc(S(=O)(=O)NCc3cccs3)cc2)o1	5.6	1538	-0.9	1	-3.1	5.8	0.167	-0.8	-0.7	3.6	5.9
O=C(CN(C(=O)CCC(=O)Nc1ccccn1)c1ccc2c(c1)OCO2)NCc1ccco1	1.2	1597	-2.9	1	-21.9	-2.6	nt	-1.4	2.2	3.9	-3.1
CCn1c(SCC(=O)Nc2cc(C)on2)nnc1-c1ccncc1	6.9	1635	4.6	1.1	-4.8	9.9	-0.131	7.0	0.4	-5.1	2.1
O=C1c2cccc3cccc(c23)C(=O)N1CCCc1n[nH]c(=S)n1-c1ccccc1	4.6	1626	14.7	1.1	2.2	-1.7	0.0573	2.9	-0.4	-5.7	-10.0
Cn1c(=O)c2cc(S(=O)(=O)NCCC(=O)Nc3ccc(Cl)cc3)ccc2n(C)c1=O	1.7	1400	7.1	1.1	-9.9	1.8	0.592	-4.4	-0.2	-5.8	-11.6
Nc1ccc(C(=O)Nc2ccc3nc(-c4cccnc4)[nH]c3c2)cc1	3.8	1622	1.8	1	nt	-0.7	nt	-6.0	-8.2	4.3	-4.3
CCc1nc(OCc2ccco2)c2sc3nc4c(cc3c2n1)COC(C)(C)C4	15.5	1659	14.9	1	-2.7	-0.3	-0.33	21.1	-0.4	-4.1	1.0
CC(C)n1c(SC2CCOC2=O)nc2ccccc21 (stereo not drawn)	0.8	1690	-5.0	0.8	-26.6	1.9	nt	16.9	0.3	17.7	7.9
O=C(NNC(=O)c1cccs1)c1ccncc1	-5.8	1569	-3.9	1	-3.8	3.8	-0.171	0.0	2.8	-2.7	-9.4
COc1cccc2sc(NNC(=O)COc3ccccc3)nc12	3.1	1734	1.5	1	-32.8	-7.8	0.549	-1.7	-1.0	-2.9	1.7
Cn1cc(C(=O)N2CCN(C(=O)c3ccco3)CC2)c2c3ccccc3n(C)c2c1=O	10.3	1774	2.9	1	16.4	1.0	nt	6.9	-0.6	2.7	-3.6
COc1ccc(NC(=O)NCCCN2CCCC2=O)cc1	-2.2	1484	-7.3	0.9	-0.9	3.0	nt	0.5	-0.6	5.9	-0.9
Cc1ccc(C)c(/C=N/Nc2ccccn2)c1	1.9	1576	17.3	1	11.2	9.8	0.0168	3.9	-1.2	-3.8	-0.3
O=C(NC1CCCCCCC1)C1CCN(c2nc3ccccc3o2)CC1	-6.4	1545	5.8	1.2	-25.9	-1.2	nt	-2.1	2.2	-16.6	-4.3
Cc1cc(C)n(C(=O)c2ccc(C)c(F)c2F)n1	2.2	1658	-6.8	1	-10.6	1.7	nt	0.7	0.6	2.5	-1.5
CCOC(=O)c1c(C2CCN(C(=O)OCC)CC2)nc2ccccn12	10.3	1656	28.8	1.1	5.6	0.4	nt	8.3	-2.4	-6.0	-0.9
CN(/N=C/c1cc([N+](=O)[O-])ccc1O)c1ccccc1	1.4	1755	-8.0	0.9	1.2	8.1	-0.17	-1.8	-0.1	13.1	-14.8
COc1ccc(C2C(C(=O)c3ccco3)=C(O)C(=O)N2Cc2cccnc2)cc1OC (stereo not drawn)	12.5	1833	-5.9	1	-56.3	0.3	nt	10.0	1.6	-0.8	-5.2
COc1ccccc1NC(=O)CN(C)S(=O)(=O)c1cc(C)ccc1OC	2.2	1598	8.6	1	nt	-4.0	-0.735	-2.0	0.0	1.9	6.6
CCC(C)Sc1nc(C)nc2c1c(=O)n(C)c(=O)n2C (stereo not drawn)	-4.2	1599	-5.4	0.9	-7.4	-2.5	nt	10.0	-0.8	10.2	-7.3
COc1ccccc1-c1nnc(SC(C)C(=O)O)n1-c1ccccc1 (stereo not drawn)	4.5	1617	-6.1	1.1	-14.9	11.1	-0.89	5.2	0.5	-9.1	-5.0
Cc1cc(C)c2c(=O)[nH]c(SCC(=O)c3ccc(F)c(C)c3)nc2n1	6.3	1404	-4.4	0.9	10.4	-9.5	-0.112	5.5	-0.2	6.0	-3.9
Cc1c(NC(=O)CN2C(=O)NC(C)(c3ccccc3Cl)C2=O)c(=O)n(-c2ccccc2)n1C (stereo not drawn)	1.5	1429	-2.0	0.9	-8.8	-1.8	0.919	-0.9	-0.3	12.9	-0.5
Nn1c(COc2ccccc2)nnc1SC(F)F	-1.0	1588	-1.5	0.9	-3.3	2.1	nt	3.8	1.8	5.5	-3.4
Cc1ccc2nc(NC3=NCN(Cc4ccc5c(c4)OCO5)CN3)nc(C)c2c1	5.8	1753	100.5*	nt	9.0	2.6	nt	1.2	0.7	nt	0.8
CC(Cc1ccccc1)C(=O)N1CCN(C)CC1 (stereo not drawn)	-8.1	1568	-3.1	1	-12.2	2.3	0.128	2.1	0.1	0.5	10.4
CN1CCN(Cc2c(O)ccc3occ(C(=O)c4ccccc4)c23)CC1	-9.0	1392	5.5	0.9	-5.4	-0.1	nt	6.2	-0.1	9.2	9.9
O=C(NCC(O)c1ccccc1)c1cccc(S(=O)(=O)N2CCOCC2)c1 (stereo not drawn)	-2.4	1357	0.0	0.9	5.1	-8.0	1.17	10.1	-0.8	11.5	2.0
O=C(CN1CCN(c2ccccn2)CC1)Nc1ccc(F)cc1	6.2	1468	-6.8	1	nt	-2.4	-0.445	1.6	0.2	-3.6	11.8
Cc1ccc(C)c(NS(=O)(=O)c2c(C)nn(C)c2C)c1	3.2	1511	-3.8	0.9	-2.7	3.0	nt	4.8	0.0	9.9	-3.8
O=C(C1CCCN(S(=O)(=O)c2cccnc2)C1)N1CCn2c1nc1ccccc12 (stereo not drawn)	5.7	1498	3.4	1	2.4	0.9	nt	0.2	-0.1	2.0	-8.5

Laid out differently: results already given.
Below each compound – PPARg SRC-2 ag	TR-FRET SRC-2 ct	Lmaj promast	bIAP act	S1P3 antag	PPARg SRC1 recr	ROMK mod	PPARg SRC3 recr	DTT redox prof	bIAP inhibitor	TLR4 MyD88 comp
> CCC(C)Sc1nc(C)nc2c1c(=O)n(C)c(=O)n2C (stereo not drawn)
→ -4.2	1599	-5.4	0.9	-7.4	-2.5	nt	10.0	-0.8	10.2	-7.3
> Cc1cc(C)c2c(=O)[nH]c(SCC(=O)c3ccc(F)c(C)c3)nc2n1
→ 6.3	1404	-4.4	0.9	10.4	-9.5	-0.112	5.5	-0.2	6.0	-3.9
> O=C(C1CCCN(S(=O)(=O)c2cccnc2)C1)N1CCn2c1nc1ccccc12 (stereo not drawn)
→ 5.7	1498	3.4	1	2.4	0.9	nt	0.2	-0.1	2.0	-8.5
> COc1ccccc1-c1nnc(SC(C)C(=O)O)n1-c1ccccc1 (stereo not drawn)
→ 4.5	1617	-6.1	1.1	-14.9	11.1	-0.89	5.2	0.5	-9.1	-5.0
